# Tau fibril FP = inhibitors of human tau fibril formation; K18 P301L tau heparin fibrillization, Alexa594 FP, 6 h; Potency, µM (titrated, usually from 57.7 µM), for the others: top-dose activity, negative = inhibition, hits mostly inhibitors; 280,000 compounds, 0.39% hits; also: % is scaled to controls: 0 for no effect and ±100 for the full control effect; nearly all actives have a fitted effect of over 55% in size
# Target sequence (P10636 561-689 P618L limits assumed): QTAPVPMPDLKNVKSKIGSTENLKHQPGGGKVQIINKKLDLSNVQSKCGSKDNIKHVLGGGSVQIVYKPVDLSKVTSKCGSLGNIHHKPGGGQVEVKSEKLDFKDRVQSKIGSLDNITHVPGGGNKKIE
#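 Compound effects on tau fibrillization are measured by Alexa 594 fluorescence polarization (ex 555, em 632 nm). K18 P301L tau is used at 15 uM with 0.24 uM labeled tracer, and 20 uM heparin induces aggregation over 6 hr at 37 C.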
# RECQ1 helicase = inhibitors of human RECQ1 DNA helicase; Potency, µM (doses to about 57.3 µM), without a hit: top-dose activity, negative = inhibition, hits mostly inhibitors; AID 2549; RECQ1 DNA unwinding, red fluorescence kinetic read; P46063; 240,000 compounds, 0.54% hits;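 also: plate controls were vehicle for no effect and no enzyme for full effect; nearly all actives have a fitted effect of over 30% in size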
#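 50 nM RECQ1T1 preincubated 15 min with compound in Tris pH 8.0 buffer with MgCl2, DTT, Tween-20 and 2.5 ug/ml poly(dI-dC); started with 200 nM TAMRA/BHQ-2 forked duplex and 2 mM ATP. Unwinding read as fluorescence (525/598 nm), two reads 2 h apart.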
# L3MBTL1 inh = blocks human L3MBTL1; 230,000 compounds, 0.66% hits; Q9Y468; Potency, µM (series often up to 57.1 µM), for the others: at the highest dose activity, negative = inhibition, usual class: inhibitors; AlphaScreen L3MBTL1–H3K9me1 peptide binding; also: % is scaled to controls: 0 for no effect and ±100 for the full control effect; nearly all actives have a fitted effect of over 60% in size
# Target sequence (Q9Y468 whole entry, looked up): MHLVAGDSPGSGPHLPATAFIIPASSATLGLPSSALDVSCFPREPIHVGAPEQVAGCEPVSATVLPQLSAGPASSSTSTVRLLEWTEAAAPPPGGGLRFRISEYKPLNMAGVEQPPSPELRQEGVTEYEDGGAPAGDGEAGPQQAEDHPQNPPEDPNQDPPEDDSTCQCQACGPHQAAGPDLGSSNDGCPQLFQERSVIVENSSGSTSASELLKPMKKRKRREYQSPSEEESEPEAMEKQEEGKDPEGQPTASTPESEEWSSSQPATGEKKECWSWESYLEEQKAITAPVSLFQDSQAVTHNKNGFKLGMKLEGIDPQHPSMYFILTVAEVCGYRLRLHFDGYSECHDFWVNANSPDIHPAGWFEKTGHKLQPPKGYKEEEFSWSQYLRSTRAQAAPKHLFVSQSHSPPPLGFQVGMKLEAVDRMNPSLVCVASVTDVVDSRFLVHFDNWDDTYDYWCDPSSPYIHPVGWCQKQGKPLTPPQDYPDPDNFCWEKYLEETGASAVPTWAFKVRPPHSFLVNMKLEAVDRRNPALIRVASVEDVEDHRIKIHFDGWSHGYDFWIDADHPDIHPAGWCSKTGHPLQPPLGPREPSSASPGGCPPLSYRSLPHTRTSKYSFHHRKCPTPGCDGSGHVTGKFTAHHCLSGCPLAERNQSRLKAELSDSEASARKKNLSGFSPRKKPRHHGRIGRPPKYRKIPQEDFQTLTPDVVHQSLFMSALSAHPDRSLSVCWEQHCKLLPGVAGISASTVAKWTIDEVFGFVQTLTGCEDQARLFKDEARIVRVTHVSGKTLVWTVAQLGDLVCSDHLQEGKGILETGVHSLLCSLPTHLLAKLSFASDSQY
#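 First, the protein-peptide complex forms for 30 min at room temperature (L3MBTL1 50 nM, biotinylated H3K9me1 peptide 75 nM). Next, compounds are pin-transferred and incubated 30 min. Finally, AlphaScreen beads are added and read after 30 min.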
# Tau ThT inhib = blocks human tau fibril formation measured by thioflavin T | 270,000 compounds, 2.1% hits | P10636 | recombinant tau K18 P301L, heparin-induced fibrillization, ThT fluorescence | Potency, µM (doses to about 57.4 µM), inactives show at the top dose activity, negative = inhibition, hits mostly inhibitors; also: % is scaled to controls: 0 for no effect and ±100 for the full control effect; nearly all actives have a fitted effect of over 55% in size
#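 Recombinant human tau K18 fragment […] carrying P301L, 15 uM unlabeled plus 0.24 uM Alexa 594-labeled, was fibrillized with 20 uM heparin in 100 mM sodium acetate pH 7 for 6 hr at 37 C; 30 uM ThT fluorescence read after 1 hr.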
# Tau fluor counter = counter-screen for tau fibril formation inhibitors. tau K18 P301L Alexa594 fluorescence, heparin fibrillization. Potency, µM (series often up to 57.7 µM), without a hit: top-dose activity change, negative = decrease. 280,000 compounds, 0.93% hits. AID 1463; also: % is scaled to controls: 0 for no effect and ±100 for the full control effect; nearly all actives have a fitted effect of over 55% in size
#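 Human tau K18 P301L (15 uM unlabeled, 0.24 uM Alexa 594-labeled) in 100 mM sodium acetate pH 7 with 20 uM heparin, 6 hr at 37 C. ThT 30 uM added, 1 hr ambient; Alexa 594 FP and total fluorescence read at 555/632 nm.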
# TRb-SRC2 inh = inhibitors of human thyroid hormone receptor beta-SRC2 interaction; AID 1469; TRbeta-SRC2 peptide binding, fluorescence polarization; receptor liganded with 1 µM T3; P10828; 280,000 compounds, 0.065% hits; Potency, µM (series often up to 106 µM), without a hit: at the highest dose activity change, negative = inhibition, usual class: inhibitors;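 also: plate controls were bound peptide for no effect and peptide without receptor for full effect; nearly all actives have a fitted effect of over 50% in size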
#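 Fluorescence polarization of 20 nM Texas Red SRC2 peptide with 0.6 uM human TRb ligand-binding domain, in Tris buffer with 1uM T3 and 5% DMSO. Incubated 5 hr ambient; normalized to unbound and bound controls.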
# HTT ATP protect = cytoprotection in Huntington HTT-Q103 PC12 cell model; PC12 HTT-Q103 induced, cytoprotection, ATP luminescence, 40 h; Potency, µM (series often up to 56.4 µM), without a hit: cytoprotection (ATP increase), hits mostly activators; 230,000 compounds, 0.14% hits; AID 1471;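 also: % of control where 0% means no effect; nearly all actives have a fitted effect of over 45% in size; toxic huntingtin expression switched on by the ecdysone agonist tebufenozide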
#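 Huntington model: PC12 line, ecdysone-inducible HTTQ103 exon1–GFP, tebufenozide 100 nM. Test articles in a dose series. Endpoint luminescence from cellular ATP.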
# TexasRed fluor = counter-screen for TRb-SRC2 inhibitors: fluorescence interference; Potency, µM (highest dose often 106 µM), for the others: at the top dose fluorescence change, negative = quenching; TRb/SRC2 Texas Red total fluorescence interference; 280,000 compounds, 0.29% hits; active = well fitted curve in either direction with a large enough effect; inconclusive = small, poorly fitted or top-dose-only effect; also: % is scaled to controls: 0 for no effect and ±100 for the full control effect
#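 Human TRβ ligand-binding domain (0.6 uM) and Texas Red SRC2 peptide (20 nM) in Tris buffer with 1 uM T3 and 5% DMSO were incubated with pinned compound for 5 hr at ambient temperature. Total fluorescence was computed as S + 2P (555/632 nm).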
# Starred values were filed as active, the others as inactive; i = inactive; ? = inconclusive; . = no result given; [ ] = remark or other dose. Unless noted, calls follow the shape of the dose curve; as a rule, active = well fitted curve in the direction sought with a large enough effect; inconclusive = small, poorly fitted or top-dose-only effect, or another doubt; inactive = no such curve, though single readings can be large; an effect the other way counts as inactive or inconclusive. Potency is read from the fitted curve at half-maximal effect. A portion of the library; the hit share may differ from the screen's.
Molecule	TexasRed fluor	L3MBTL1 inh	Tau fluor counter	HTT ATP protect	RECQ1 helicase	TRb-SRC2 inh	Tau ThT inhib	Tau fibril FP
CCOC1(c2ccccc2)CC1C(=O)N/N=C/c1cccc([N+](=O)[O-])c1 (centres undefined)	-1%	.	?	12%[10 µM]	-3%	-5%	.	-3%
COc1ccc(C(=O)NCc2nnc(SCC(=O)Nc3nnc(C)s3)o2)cc1	-1%	7%	-1%	-23%	i	11%	5%	4%
COCCOC(=O)C1=C(N)Oc2c(oc(CO)cc2=O)C1c1ccccc1F (centres undefined)	2%	.	-11%	-8%	-2%	6%	-2%	2%
CC(C)(C)c1ccc(C(=O)NCC(=O)OCN2C(=O)c3ccccc3C2=O)cc1	-3%	9%	-6%	-2%[10 µM]	-5%	-2%	-3%	-2%
Cc1ccc2sc(NC(=O)c3ccc4c(c3)OCCO4)nc2c1C	-2%	.	?	.	.	-5%	-4%	?
Cn1nc(CC(=O)Nc2ccc(N3CCN(C(=O)OC(C)(C)C)CC3)cc2)c2ccccc2c1=O	-2%	25%	-10%	32%[10 µM]	-3%	-1%	-14%	9%
COc1ccc(C2/C=C\C(c3ccc(OC)cc3)N(Cc3ccc(F)cc3)C(=O)C(=O)N2Cc2ccc(F)cc2)cc1 (centres undefined)	1%[53 µM]	.	-16%	12%[40.3 µM]	-17%	3%[53 µM]	-14%	-4%
CCCCOc1ccc(C(=O)Nc2ccc(N3CCN(C)CC3)cc2)cc1	0%	-2%[11.4 µM]	-16%	-1%	2%	-12%	?	10%
Cc1nn(C(C)C(=O)O)c(=O)c2c1sc1ccccc12 (centres undefined)	-1%	-5%	1%	-10%	2%	-7%	-19%	6%
C=CCc1cccc(/C=N/NC(=O)CNc2ccccc2OC)c1O	-2%	.	16µM*[quencher]	-120%[inhibitor]	-16%	3%	?	?
Cc1cc(N)n(-c2ccc3ccccc3c2)n1	-1%	-8%	-6%	-28%	-4%	-6%	-4%	1%
Cc1ccc(-n2c(=O)c3sccc3n(CC(=O)NCc3ccco3)c2=O)cc1F	-1%	0%	8%	-83%[inhibitor]	1%	10%	14%	-6%
Cc1nn(-c2nnc(NCc3ccccc3)nn2)c(C)c1Br	-1%	-29%	?	.	-1%	-3%	14µM*	10%
CCn1c(SCc2nc(-c3ccccc3)no2)nnc1-c1cccs1	-3%	.	-13%	4%	-3%	-21%	-10%	-15%
CCOCC(=O)Nc1cccc(SC)c1	-2%	9%	-3%	.	i	1%	3%	-11%
Cc1cc(C)c2ccc(=O)n(CC(=O)N/N=C/c3ccccc3Cl)c2n1	0%	.	8%	-19%[10 µM]	6%	4%	.	-9%
COc1ccc(C(=O)OC(COc2ccccc2)Cn2ccnc2)cc1 (centres undefined)	-1%	?	-2%	12%[10 µM]	-1%	-14%	-5%	-6%
CC(C)Oc1ccc(C(=O)NCC(c2ccc(N(C)C)cc2)N2CCc3ccccc32)cc1 (centres undefined)	-3%	.	?	.	.	-4%	?	-1%
Cc1nnc(SCC(=O)N2CCN(S(=O)(=O)c3ccccc3)CC2)[nH]c1=O	0%	?	-4%	-6%[10 µM]	-8%	-2%	-18%	-6%
COc1ccc(-n2c(=O)c3c4c(sc3n3c(SC(C)C)nnc23)COC(C(C)C)C4)cc1 (centres undefined)	?	.	-7%	.	.	-4%	-5%	-10%
CSc1ccc(C#N)cc1NC(=O)c1cccnc1Cl	-4%	6%	-3%	.	-3%	11%	-2%	-6%
CC1=C(C(=O)Nc2ccccc2)C(c2ccc3c(c2)OCO3)C2=C(CCCC2=O)N1 (centres undefined)	-4%	-2%[11.4 µM]	0%	-11%	-6%	8%	4%	5%
O=c1cc(-c2ccccc2)oc2cc(O)c(O)cc12	-6%	.	?	-300%[inhibitor]	-27%	-5%	?	1%
COCCCNC(=O)c1cc(-c2cccnc2)nc2ccccc12	-2%	.	-1%	.	.	0%	3%	1%

# Only TexasRed fluor (2 entries from above):
molecule	TexasRed fluor
CC1=C(C(=O)Nc2ccccc2)C(c2ccc3c(c2)OCO3)C2=C(CCCC2=O)N1 (centres undefined)	-4%
CC(C)Oc1ccc(C(=O)NCC(c2ccc(N(C)C)cc2)N2CCc3ccccc32)cc1 (centres undefined)	-3%

# Later entries.
Molecule	TexasRed fluor	L3MBTL1 inh	Tau fluor counter	HTT ATP protect	RECQ1 helicase	TRb-SRC2 inh	Tau ThT inhib	Tau fibril FP
COc1ccc(N2CCN(Cc3cc(=O)oc4cc(C)c(Cl)c(C)c34)CC2)cc1	1%	-1%	-10%	-4%[0.074 µM]	i	5%	?	9%
CCN(CC)C(=O)CCCSc1nnc(Nc2ccccc2F)s1	4%	.	-8%	-18%	-4%	-4%	-3%	-4%
Cc1nc2nc(C)c(CCC(=O)N3CCN(c4ccccc4)CC3)c(C)n2n1	2%	.	0%	-22%	-4%	-4%	-8%	4%
O=C(NCc1nc2ccccc2[nH]1)C1=C[C@H](c2ccccc2)C[C@H](OCCCCO)O1	0%	.	-10%	12%[10 µM]	i	2%	-8%	-2%
FC(F)(F)Oc1ccc2c(c1)NC(c1ccncc1)=NC(c1cccs1)=N2	0%	.	?	.	.	-7%	?	13%
COC(=O)c1ccccc1OCC(=O)N1CCN(c2ccc(F)cc2)CC1	-3%	5%	-1%	-6%	-5%	-2%	-2%	-4%
CC1=C/C(=N\Nc2ccccc2[N+](=O)[O-])CC(C)(C)C1	0%	14µM*	-30%	-14%[10 µM]	-4%	4%	?	7%
O=C(COc1ccccc1)N1CCN(c2nnc(-c3ccccc3)c3ccccc23)CC1	1%	-3%	-1%	-13%	i	0%	-11%	-3%
O=C(O)CSCc1nc2ccccc2[nH]1	0%	1%	-2%	-19%	i	4%	-13%	-5%
Cc1ccc(C)c(Cn2c(C3CC(=O)N(c4ccccc4C)C3)nc3ccccc32)c1 (centres undefined)	-2%	.	6%	.	.	-6%	3%	13%
COC(=O)c1ccc2nc(-c3ccc(S(C)(=O)=O)cc3)cn2c1	-4%	14%	3%	-15%[10 µM]	-1%	-2%	-13%	4%
COc1ccccc1/C=N/NC(=O)c1ccc(=O)n(C)c1	-2%	2%	15%	-17%[10 µM]	7%	3%	-2%	9%
Cc1ccc(-c2noc(-c3ccoc3C)n2)cc1	-5%	87%[activator]	13%	-29%	i	-5%	12%	2%
Cc1ccc(-c2nnc(CSc3nncn3N)o2)cc1	1%	-2%	2%	-15%[10 µM]	-4%	-5%	-10%	1%
COC(=O)c1cccnc1NC(=S)NC(C)C	-3%	.	1%	-27%	-2%	-2%	4%	-4%
O=C(Nc1ccc2ccccc2c1)c1onc2c1CCCC2	1%	17%	-21%	-52%[inhibitor]	?	-9%	-10%	-8%
CN(C)c1cccc(OC2C=CC(C#Cc3ccccc3)OC2CO)c1 (centres undefined)	3%[11.2 µM]	.	?	-4%[10 µM]	i[11.5 µM]	2%[11.2 µM]	?	6%[11.6 µM]
COc1ccc(N2C(=O)CCC(C(=O)N3CCCCCC3)C2c2ccc(OC)c(OC)c2)cc1 (centres undefined)	1%	-2%	5%	0%	-7%	2%	-1%	1%
CC1(NC(=O)CC[N+](C)(C)CCO)CS(=O)(=O)CC1S(=O)(=O)[O-] (centres undefined)	-2%	13µM*	4%	-5%[10 µM]	-6%	5%	7%	1%
O=C(COC(=O)c1cc[n+]([O-])cc1)Nc1ccc2c(c1)OCCO2	-4%	0%	-5%	-6%[10 µM]	-2%	3%	-16%	4%
COc1ccccc1-c1nn2c(-c3ccco3)nnc2s1	-2%	?	2%	-65%[inhibitor]	-17%	6%	?	-5%
COc1ccc(Cn2c(SCC(=O)NCc3ccco3)nc3ccsc3c2=O)cc1	0%	-2%	-8%	-14%[10 µM]	-5%	-4%	-4%	-2%
Cc1cc(CSc2ccccc2)ccc1NC(=O)c1cccc([N+](=O)[O-])c1	-2%	2%	-14%	-25%	-1%	3%	?	-6%

# In the list so far, these have two or more sulfur atoms:
Molecule	TexasRed fluor	L3MBTL1 inh	Tau fluor counter	HTT ATP protect	RECQ1 helicase	TRb-SRC2 inh	Tau ThT inhib	Tau fibril FP
COc1ccc(C(=O)NCc2nnc(SCC(=O)Nc3nnc(C)s3)o2)cc1	-1%	7%	-1%	-23%	i	11%	5%	4%
CCn1c(SCc2nc(-c3ccccc3)no2)nnc1-c1cccs1	-3%	.	-13%	4%	-3%	-21%	-10%	-15%
Cc1nnc(SCC(=O)N2CCN(S(=O)(=O)c3ccccc3)CC2)[nH]c1=O	0%	?	-4%	-6%[10 µM]	-8%	-2%	-18%	-6%
COc1ccc(-n2c(=O)c3c4c(sc3n3c(SC(C)C)nnc23)COC(C(C)C)C4)cc1 (centres undefined)	?	.	-7%	.	.	-4%	-5%	-10%
CCN(CC)C(=O)CCCSc1nnc(Nc2ccccc2F)s1	4%	.	-8%	-18%	-4%	-4%	-3%	-4%
CC1(NC(=O)CC[N+](C)(C)CCO)CS(=O)(=O)CC1S(=O)(=O)[O-] (centres undefined)	-2%	13µM*	4%	-5%[10 µM]	-6%	5%	7%	1%
COc1ccc(Cn2c(SCC(=O)NCc3ccco3)nc3ccsc3c2=O)cc1	0%	-2%	-8%	-14%[10 µM]	-5%	-4%	-4%	-2%

# Assay outcomes as filed in PubChem BioAssay.
